DUSP3 inh: VHR1 (DUSP3) phosphatase inhibition; AID 1992; hit rate 0.7% among 50,000; recombinant VHR phosphatase, colorimetric substrate read-out; inhibition, % at 20 µM; P51452; in the data active means inhibition above about 60%; further: some results filed as inactive read as strong as hits
Target sequence (P51452 whole entry, looked up): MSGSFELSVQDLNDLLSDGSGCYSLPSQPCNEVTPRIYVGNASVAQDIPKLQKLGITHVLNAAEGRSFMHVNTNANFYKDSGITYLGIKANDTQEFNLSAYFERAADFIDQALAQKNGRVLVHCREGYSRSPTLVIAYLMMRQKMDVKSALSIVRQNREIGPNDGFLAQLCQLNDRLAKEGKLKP
* marks the source's active call; other numbers are inactive results. An excerpt; the hit share may differ from the screen's.

| canonical_smiles | DUSP3 inh |
| --- | --- |
| O=S(=O)(Oc1ccccc1)c1ccc(F)cc1 | -3.0 |
| O=C1CCCC2=C1C(c1cccc([N+](=O)[O-])c1)C1C(=O)c3ccccc3C1=N2 (centres undefined) | -25.5 |
| CCOc1ccc(N(CC(=O)N2CCOCC2)S(=O)(=O)c2ccc(Br)cc2)cc1 | -30.2 |
| C/C(=N\Nc1nc(C)cc(-c2ccccc2)n1)c1c(F)c(F)c(F)c(F)c1F | -41.3 |
| Cc1cc(C)n(C(=O)c2cccs2)n1 | -18.4 |
| CCOC(=O)c1sc(NC(=O)c2cc(OC)cc(OC)c2)c(C(N)=O)c1C | -18.1 |
| Cc1cccc(COc2ccc3c(oc(=O)c4ccccc43)c2C)c1 | -17.0 |
| C/C(=C1\SC(=S)NC1=O)c1cccc([N+](=O)[O-])c1 | -6.4 |
| O=C1c2ccc(Oc3ccc([N+](=O)[O-])cc3)cc2C(=O)N1c1nc2ccccc2s1 | 19.8 |
| CCOc1ccc(/C=N/N=C2\C(=O)Nc3ccccc32)cc1 | -21.4 |

Later entries.
| canonical_smiles | DUSP3 inh |
| --- | --- |
| Cc1ccc(N(CC(=O)N(Cc2ccccc2)Cc2ccccc2)S(C)(=O)=O)cc1Cl | -21.7 |
| CC(C)N(Cc1c(O)ccc2c(=O)c(-c3ccc(Cl)cc3)coc12)C(C)C | 50.5 |
| O=C(/C=C/c1cccc([N+](=O)[O-])c1)c1ccc2c(c1)OCCO2 | -2.2 |
| CCOc1ccc(C(=O)Nc2ccc(Cc3ccncc3)cc2)cc1Cl | 3.1 |
| O=C(O)CCNC(=O)COc1ccccc1 | -28.7 |
| O=C1NC(=O)/C(=C/c2ccccc2OCc2ccc(Cl)cc2)S1 | -11.3 |
| COc1ccc(CCNC(=O)C2C3CCC(O3)C2C(=O)O)cc1OC (centres undefined) | -1.8 |
| O=C(Nc1ccccc1)Nc1ccc(S(=O)(=O)N2CCCCC2)cc1 | 3.2 |
| CSc1ccc(CN2CCN(C(=O)c3cccs3)CC2)cc1 | 9.0 |
| CCOC(=O)C1=C(C)N=c2s/c(=C\c3ccc(F)cc3)c(=O)n2C1c1cccs1 (centres undefined) | 10.1 |

(listing goes on)
| canonical_smiles | DUSP3 inh |
| --- | --- |
| CC(C)(C)c1ccc(OCC(O)CS(=O)(=O)Cc2ccc(Cl)cc2)cc1 (centres undefined) | -12.3 |
| COc1cccc(CNCc2ccccc2[N+](=O)[O-])c1OC | -3.2 |
| CN(C)c1ccc(/C=c2\sc3nc4ccccc4n3c2=O)cc1 | -10.4 |
| CC1=NN(C(=O)c2cccnc2)C(C)(O)C1(C)C (centres undefined) | -12.3 |
| Cc1ccccc1NS(=O)(=O)c1ccc(NC(=O)c2ccc([N+](=O)[O-])cc2)cc1 | 28.3 |
| C=CCCCC(=O)Nc1ccccc1Br | -5.4 |
| Cc1ccc(OCC(=O)Nc2ccc(Cl)c([N+](=O)[O-])c2)c(C)c1 | -11.3 |
| COC(=O)CNC(=O)Cc1ccccc1[N+](=O)[O-] | -2.7 |
| CCOCCOC(=O)C1=C(C)NC2=C(C(=O)CCC2)C1c1cccc(Cl)c1Cl (centres undefined) | -4.7 |
| COC(=O)CN(c1ccc(Br)cc1)S(=O)(=O)c1ccccc1 | -1.9 |

Next part
| canonical_smiles | DUSP3 inh |
| --- | --- |
| COc1cccc(CNCCc2ccccc2F)c1OC | 0.2 |
| COc1cc(/C=N/NC(=O)CCN2CCCCC2)ccc1O | -20.6 |
| O=[N+]([O-])c1ccc(/C(=C/C=Nc2ccccc2)Nc2ccccc2)cc1 | -23.0 |
| C=CCNC(=O)C(=O)Nc1ccccc1C | -12.5 |
| COc1cc(/C=N/NC(=O)C2CC(=O)N(c3ccc(Cl)cc3)C2)cc(OC)c1OC (centres undefined) | -5.1 |
| COC(=O)C1=C(C)NC(C)=C(C(=O)OC)C1c1ccc(I)cc1 | -10.0 |
| COc1cc(CN=Cc2c(O)n(-c3ccccc3Cl)c(=O)[nH]c2=O)cc(OC)c1 | -8.2 |
| CC(=O)c1ccc(N2C(=O)c3c(Cl)c(Cl)c(Cl)c(Cl)c3C2=O)cc1 | -12.2 |
| COc1ccc2c(c1OC)C(=O)N1c3ccccc3N=C(c3ccc(Cl)cc3)CC21 (centres undefined) | -19.4 |
| CCOc1ccc(CNCCc2ccc(OC)c(OC)c2)cc1 | -9.0 |

Going on with the list:
| canonical_smiles | DUSP3 inh |
| --- | --- |
| CNC(=S)N(CCc1ccccc1)C1CC(=O)N(c2ccc(Br)cc2)C1=O (centres undefined) | -2.6 |
| COc1cc(C(=O)Nc2cccc(-c3nc4ncccc4o3)c2)ccc1OCc1ccc(Cl)cc1 | -1.6 |
| CCOc1ccc(OC)cc1/C=N/NC(=O)c1ccc(C)cc1 | -88.6 |
| O=C(CSc1nsc(SCC(=O)Nc2nccs2)n1)Nc1nccs1 | 3.6 |
| CC(C)(C)N1C(=O)c2ccc(C(=O)Nc3ccc(I)cc3C(=O)O)cc2C1=O | 5.8 |
| CCOc1ccc2ccc(OCC)c(/C=C3/NC(=S)NC3=O)c2c1 | -1.2 |
| CCOc1cc(/C=N/NC(=O)COc2cccc(C)c2)ccc1OC(=O)c1cccs1 | -24.6 |
| O=C(Nc1ccc(-c2ccc([N+](=O)[O-])cc2)cc1)c1ccccc1F | -9.6 |
| CC(C)c1ccccc1OCCCN1CCCCC1 | -46.6 |
| CN(C)c1cc(N/N=C/c2cccc([N+](=O)[O-])c2)nc(N(C)C)n1 | -12.3 |

Following part:
| canonical_smiles | DUSP3 inh |
| --- | --- |
| Cc1ccc(C(=O)/C=C/Nc2cccc(O)c2)cc1 | 0.2 |
| CCOc1ccc(C(=O)Nc2ccc(NC(=O)CC)cc2)cc1Cl | -17.8 |
| O=C(NCCO)/C(=C\c1ccco1)NC(=O)c1cccs1 | -8.7 |
| CC(=O)N1CC(c2ccccc2)CC1=O (centres undefined) | -11.6 |
| O=C(CSc1n[nH]c(=O)[nH]c1=O)N/N=C/c1ccccc1 | -3.9 |
| CCOC(=O)c1cccc(N/C(N)=N/c2nc(C(F)(F)F)cc(=O)[nH]2)c1 | -5.6 |
| CCCC1=NN2C(=N)/C(=C/c3ccc4c(c3)OCO4)C(=O)N=C2S1 | 104.6* |
| O=C1NC(=O)N(c2ccccc2)C(=O)/C1=C\c1ccc(Cl)cc1 | 6.7 |
| Cc1ccc(-c2cc(C(F)(F)F)n3nc(-c4ccccc4)cc3n2)cc1 | 1.6 |
| O=C(NCc1ccccn1)C(=O)Nc1ccc(Cl)c(C(F)(F)F)c1 | 12.2 |

(cont.)
| canonical_smiles | DUSP3 inh |
| --- | --- |
| COc1ccccc1/C=N/Nc1cc(N2CCCC2)nc(N2CCCC2)n1 | 9.4 |
| Cc1ccc(S(=O)(=O)c2c(N)n(CCO)c3nc4ccccc4nc23)cc1 | -7.4 |
| Cc1ccc(C2=NC(=O)/C(=C/c3cc4c(cc3Br)OCO4)S2)cc1 | -19.0 |
| O=C(Cc1ccccc1)N1N=C(c2ccc([N+](=O)[O-])cc2)CC1(O)C(F)(F)F (centres undefined) | -9.9 |
| O=C(O)c1c(-c2ccccc2)oc2ccc(OCc3ccccc3)cc12 | -24.1 |
| CCCCN1C(=O)C(=O)c2cc(Br)ccc21 | 26.0 |
| CNC(=S)Nc1ccc(C23CC4CC(CC(C4)C2)C3)cc1 | -1.1 |
| COc1ccccc1N(CC(=O)NCCSC)S(=O)(=O)c1ccccc1 | -14.3 |
| CCOc1ccc(N(CC(=O)N[C@@H]2CCCC[C@H]2O)S(C)(=O)=O)cc1 | -17.5 |
| COc1cc(CN2CCN(C3CC4CCC3C4)CC2)cc(OC)c1OC (centres undefined) | -6.2 |

Further records follow.
| canonical_smiles | DUSP3 inh |
| --- | --- |
| COc1ccc(/C(O)=C/C(=O)C(=O)NCc2ccccc2)cc1 | -11.2 |
| CCCOC(=O)c1c(N)sc2c1CCCCC2 | 74.3 |
| O=[N+]([O-])c1ccc(-c2nnc(-c3ccc(Br)o3)o2)cc1 | 8.4 |
| Cc1nc2sc(C(=O)c3ccc(Br)cc3)c(N)c2c(C)c1C | -6.6 |
| O=C(CCCOc1ccccc1)Nc1cccc([N+](=O)[O-])c1 | -15.0 |
| CCOC(=O)c1[nH]c2c(CC)cccc2c1CCN1C(=O)c2ccccc2C1=O | 8.9 |
| O=c1c2ccccc2nc(-c2cccnc2)n1-c1ccc(Br)cn1 | 2.8 |
| Cc1ccc2c(Cl)c(C(=O)Nc3ccc(Br)cc3F)sc2c1 | 8.5 |
| CCOC(=O)c1cc(-c2ccc(C=C3C(=O)N(C)C(=O)N(C)C3=O)o2)ccc1Cl | 2.8 |
| COc1cc(/C=N\N2CCN(c3ccccc3)CC2)ccc1O | 7.9 |

Carrying on:
| canonical_smiles | DUSP3 inh |
| --- | --- |
| O=[N+]([O-])c1ccc(CN2CCN(Cc3ccccc3F)CC2)cc1 | -4.5 |
| CC(C)C(=O)N1N=C(c2ccc(Br)cc2)CC1(O)C(F)(F)F (centres undefined) | -8.6 |
| COc1cc(OC)c(CNc2ccc(C)c(C)c2)cc1Br | 3.7 |
| CCOc1cc(/C=C2\SC(=S)N(CC(C)C)C2=O)ccc1O | -15.9 |
| CCCN1C(=O)c2ccccc2NC1c1ccc(Cl)cc1 (centres undefined) | -7.2 |
| COc1cc(/C=C2\SC(=S)N(C(C(=O)O)C(C)C)C2=O)ccc1O (centres undefined) | 3.9 |
| CC(=O)C1=C(O)C(=O)N(CC2CCCO2)C1c1ccc2c(c1)OCO2 (centres undefined) | -7.4 |
| N#C/C(=C\c1ccc(-c2ccc(Cl)cc2)o1)c1ccc(Cl)cc1 | -11.8 |
| COC(=O)CN(c1cc(C)ccc1C)S(=O)(=O)c1ccccc1 | -11.0 |
| CC1CCN(CCC(=O)N/N=C/c2ccc(N(C)C)cc2)CC1 | 3.3 |

Further results
| canonical_smiles | DUSP3 inh |
| --- | --- |
| CC(=O)NC1=NC(=O)/C(=C\c2ccccc2F)S1 | 28.8 |
| CC1=C(C(=O)OC(C)C)C(c2ccc(F)cc2)NC(=O)N1 (centres undefined) | -19.0 |
| COc1ccc(C2CC(=O)C3=C(C2)Nc2ccccc2NC3c2ccccc2Br)cc1 (centres undefined) | 1.6 |
| O=C(Nc1cc(Cl)ccc1C(=O)O)c1ccc2c(c1)C(=O)N(c1ccccc1-c1ccccc1)C2=O | 3.3 |
| O=C(N/N=C/c1ccco1)c1cc(-c2ccc(Cl)cc2)n[nH]1 | -1.0 |
| C=CCOCC(O)CSCc1ccc(Cl)cc1 (centres undefined) | 10.6 |
| CNC(=O)C(=O)Nc1c(C)cccc1C | -15.7 |
| COc1ccc(OC)c(NC(=S)NC(NC(=O)Cc2cccc3ccccc23)C(Cl)(Cl)Cl)c1 (centres undefined) | -32.9 |
| O=C(CN(c1ccc(F)cc1)S(=O)(=O)c1ccccc1)Nc1ccc(Br)cc1 | -6.0 |
| CCOC(=O)c1ccccc1NC(=O)CCNS(=O)(=O)c1ccccc1[N+](=O)[O-] | -11.9 |

New compounds follow
| canonical_smiles | DUSP3 inh |
| --- | --- |
| O=C1N=c2ccccc2=C1c1s/c(=N\Nc2ccccc2)n(-c2ccccc2)c1O | -34.6 |
| COC(=O)c1ccc(NC(=O)CC(=O)Nc2ccc(C(=O)OC)cc2)cc1 | -11.1 |
| COc1ccc(CCNC(=O)/C=C/c2ccco2)cc1OC | 7.8 |
| O=C1CC(N2CCN(c3ccccn3)CC2)C(=O)N1c1ccc(Br)cc1 (centres undefined) | -15.4 |
| CCc1ccc(O)c(N=Cc2cccc(C)c2O)c1 | -11.5 |
| CCCCN(C)C(=O)c1ccc(C(=O)N(C)CCCC)cc1 | -2.6 |
| NC(=O)c1cc(NC(=O)c2ccc(Cl)c(Cl)c2)ccc1Cl | 19.1 |
| Cc1c(Cc2ccccc2)c(=O)oc2c(C)c(OCC(=O)N(C)C)ccc12 | -3.7 |
| Cc1ccc(N2C(=O)CC(Sc3ccc4ccccc4c3)C2=O)cc1 (centres undefined) | -30.0 |
| Cc1ccnc(NS(=O)(=O)c2ccc(N3C(=O)c4ccc(C(=O)O)cc4C3=O)cc2)n1 | -14.9 |

Further entries.
| canonical_smiles | DUSP3 inh |
| --- | --- |
| O=C(NC1CCS(=O)(=O)C1)/C(=C\c1ccco1)NC(=O)c1ccccc1 (centres undefined) | -4.7 |
| Cc1ccc2c(c1)c1c(n2CCC(N)=O)C(=O)CCC1 | -8.2 |
| O=C(c1sc2cc(F)ccc2c1Cl)N1CCc2ccccc2C1 | -22.7 |
| O=C(Nc1ccccc1[N+](=O)[O-])C1COc2ccccc2O1 (centres undefined) | 3.0 |
| CCN(CC)CCn1c(=N)n(CCO)c2ccccc21 | -1.6 |
| CC(C)OC(=O)c1c(-c2ccc(Br)cc2)csc1NC(=O)C1C2CCC(C2)C1C(=O)O (centres undefined) | -24.7 |
| COc1ccc(/C=C2/SC(=Nc3ccc(F)cc3)NC2=O)c(OC)c1 | -10.8 |
| Nc1ccc2nc(SCc3ccc([N+](=O)[O-])cc3)sc2c1 | -0.4 |
| CCC(C)C(NC(=O)c1cc(C)oc1C)C(=O)O (centres undefined) | -5.8 |
| O=c1cc(-c2ccccc2)nc2cc(-c3cccc(F)c3)[nH]n12 | -3.7 |

(more compounds)
| canonical_smiles | DUSP3 inh |
| --- | --- |
| CC(=O)c1ccc(NC(=O)c2ccc(N3C(=O)c4ccccc4C3=O)cc2)cc1 | 0.2 |
| N/C(=N\OCC(=O)Nc1ccccc1)c1nonc1N | -17.8 |
| O=C1C2C3C=CC(C4CC34)C2C(=O)N1c1ccc(F)cc1 (centres undefined) | -5.2 |
| CCOc1ccccc1N(CC(=O)Nc1cc(Cl)cc(Cl)c1)S(=O)(=O)c1ccccc1 | -6.6 |
| COc1ccc(/C=C2\C(=O)NC(=O)N(c3ccccc3)C2=O)c(C)c1 | 0.0 |
| COc1ccc(C(=O)NNC(=O)c2ccccc2O)cc1 | -19.6 |
| CN(C)c1ccc(-c2nc3ccccn3c2/N=C/c2cccc([N+](=O)[O-])c2O)cc1 | 0.2 |
| CCN(C=NC1=NN(c2ccccc2)CC1)CC | 2.7 |
| O=C1NC(=O)N(c2ccccc2)C(=O)/C1=C\c1ccc(OCc2ccccc2F)cc1 | -19.7 |
